Tcruzi prolif: T. cruzi proliferation inhibition; inhibition, % at 8.34 µM; hit rate 5.9% among 77,000; T. cruzi beta-gal in NIH3T3, GalScreen luminescence, 90 h;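 active = mean inhibition above about 93%, with at least 55% of replicates each passing it, limit read from the data, passing the limit was not always enough; inconclusive = only one of those two conditions holds; inactive = neither condition holds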
GASC1 inh: inhibitors of human demethylase GASC-1 KDM4C. GST-KDM4C 2-372, H3K9me3 peptide, LANCE TR-FRET. AID 720574. inhibition, % at 12.5 µM. hit rate 0.15% among 96,000;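 active = mean replicate inhibition above about 25%, with at least 55% of replicates also reaching it, limit read from the data, passing the limit was not always enough; inconclusive = only one of those two conditions met; inactive = neither condition met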
Target sequence (Q9H3R0 2-372 limits assumed): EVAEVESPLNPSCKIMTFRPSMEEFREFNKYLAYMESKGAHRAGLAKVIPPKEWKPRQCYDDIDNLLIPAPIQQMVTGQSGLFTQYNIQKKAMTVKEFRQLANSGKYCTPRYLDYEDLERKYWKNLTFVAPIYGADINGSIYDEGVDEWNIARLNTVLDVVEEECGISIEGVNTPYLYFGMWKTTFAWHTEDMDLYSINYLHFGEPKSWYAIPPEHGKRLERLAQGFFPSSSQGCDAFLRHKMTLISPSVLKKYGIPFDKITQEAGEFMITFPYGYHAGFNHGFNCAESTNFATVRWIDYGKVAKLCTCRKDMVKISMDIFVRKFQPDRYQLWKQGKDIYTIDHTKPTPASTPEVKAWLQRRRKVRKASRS
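material = GST-tagged GASC-1 (JMJD2C) catalytic fragment, aa 2-372 | amount = enzyme final amount 10 nM | medium = HEPES buffer, pH 7.5, plus ascorbate | also added = H3K9me3 peptide substrate, Fe(II), 2-oxoglutarate | dosing = single dose | times = 30 min demethylation and 1 h detection at room temperature | detection = LANCE TR-FRET | read-out basis = Fall in 671/618 emission ratio as inhibition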
C diff growth: C. difficile growth inhibition | Clostridium difficile clinical isolate growth, OD600, 24 h; hits give low values | growth activity, negative = inhibition, % at 16 µg/mL (by protocol) | hit rate 0.25% among 86,000;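 active = mean growth activity at or below -80% and every replicate also at or below -80%; inconclusive = mean at or below -80% but some replicate above -80%; inactive = mean growth activity above -80%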;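 also: 0% = DMSO wells and -100% = levofloxacin 16 µg/mL wells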
Pf Dd2 growth: blocks growth of Plasmodium falciparum Dd2 parasites | hit rate 2.3% among 94,000 | P. falciparum Dd2 growth, SYBR Green, 72 h; hits give low values | AID 1159554 | activity change, % at 10 µM; in the data active = activity change below about -80%; inconclusive = no clear call, values can overlap the other calls
The depositor's hits bear a star; ? = inconclusive; . = no result given; & = joins results of further samples.

Second line of a record: C diff growth	Tcruzi prolif	Pf Dd2 growth	GASC1 inh
1. Cc1noc(C)c1C(=O)N(C)C[C@@H]1OCc2ccccc2-c2ccccc2C(=O)N([C@@H](C)CO)C[C@@H]1C
→ -5.4	68.7	50.7	1.0
2. O=C(Nc1ccc(C(F)(F)F)cc1)N[C@H]1CC[C@H](CC(=O)N2CCCCC2)O[C@H]1CO
→ 0.7	.	-6.9	-1.1
3. O=C(C1CCCC1)N1CCCCN2[C@@H](CO)[C@@H](c3ccc(C#CC4(O)CCCC4)cc3)[C@@H]2C1
→ 1.6	87.4	10.1	.
4. O=C(C[C@@H]1C[C@@H]2c3cc(NC(=O)c4cccnc4)ccc3O[C@@H]2[C@H](CO)O1)NC1CCCC1
→ 5.1	.	12.7	-1.2
5. C[C@@H]1CCCCO[C@H](CN(C)C(=O)c2ccncc2)[C@@H](C)CN([C@H](C)CO)C(=O)c2cc(NS(=O)(=O)c3cn(C)cn3)ccc2O1
→ -13.6	14.6	37.7	-4.8
6. COc1ccccc1NC(=O)N1CC(=O)N2[C@H](CO)[C@@H](c3ccc(C#Cc4ccccc4)cc3)[C@@H]2C1
→ 2.7	.	-19.4	-2.1
7. C[C@@H]1CN([C@H](C)CO)C(=O)c2cccc(NS(=O)(=O)c3ccc(Cl)cc3)c2O[C@H]1CN(C)CC1CC1
→ 2.6	-4.8	32.7	-1.8
8. O=C([C@@H]1[C@@H](CO)[C@@H]2Cn3c(ccc(-c4ccccc4)c3=O)[C@H]1N2CCC(F)(F)F)N1CCOCC1
→ -2.1	21.7	4.7	0.1
9. Cc1noc(C)c1NC(=O)Nc1ccc2c(c1)CC(=O)N([C@H](C)CO)C[C@H](C)[C@@H](CN(C)Cc1ccc(-c3ccccc3)cc1)O2
→ 59.9	13.6	-45.6	-2.7
10. N#C[C@@H]1[C@H](c2ccc(-c3cncnc3)cc2)[C@H](CO)N1C(=O)Cc1ccccc1
→ -2.5	12.6	0.5	5.8
11. COc1ccc2c3c(n(C)c2c1)[C@@H](CO)NCC31CN(S(=O)(=O)c2cccc(C)c2)C1
→ -1.3	.	-18.8	-1.7
12. OC[C@@H]1[C@@H](c2ccccc2)C2(CN(Cc3nccs3)C2)N1CC1CCOCC1
→ -2.7	.	-20.8	1.1
13. CC(C)CC#Cc1cnc2c(c1)C(=O)N([C@H](C)CO)C[C@H](C)[C@@H](CN(C)C(=O)c1ccccc1F)O2
→ -7.7	28.9	-8.7	0.3
14. C[C@H]1CN([C@@H](C)CO)C(=O)c2cccc(NC(=O)Nc3ccc4c(c3)OCO4)c2O[C@@H]1CN(C)C(=O)Nc1ccc2c(c1)OCO2
→ -7.2	8.6	19.3	0.2
15. COc1ccc(C#Cc2ccc3c(c2)[C@@H]2[C@@H](CCN2C(=O)C2CCCC2)[C@H](CO)N3)cc1
→ 2.9	.	-84.2*	2.9
16. C[C@H]1CN([C@@H](C)CO)S(=O)(=O)c2ccc(-c3ccc(F)cc3)cc2O[C@@H]1CN(C)C(=O)c1ccccc1F
→ -2.5	13.7	-54.8	-1.6
17. C[C@@H]1CN([C@H](C)CO)C(=O)c2cc(N(C)C)ccc2O[C@H]1CN(C)Cc1ccccc1
→ -6.8	38.2	25.3	5.5
18. C[C@@H]1CN([C@H](C)CO)C(=O)c2cccc(NC(=O)c3nc4ccccc4s3)c2O[C@@H]1CN(C)Cc1ccc(Cl)c(Cl)c1
→ 2.7	54.7	-15.6	-1.7
19. Cc1ccc(S(=O)(=O)Nc2cccc3c2O[C@@H](CN(C)S(=O)(=O)c2ccc(F)cc2)[C@H](C)CN([C@@H](C)CO)C3=O)cc1
→ -2.2	29.9	11.9	-0.1
20. CCNC(=O)Nc1ccc2c(c1)C(=O)N(C)[C@H]1CC[C@H](CC(=O)NCc3ccccc3F)O[C@@H]1CO2
→ 0.4	1.0	-17.0	-1.4
21. COc1cccc(NC(=O)N[C@@H]2C=C[C@@H](CC(=O)Nc3ccccc3)O[C@@H]2CO)c1
→ 0.2	.	-42.5	2.8
22. C[C@H]1CN([C@@H](C)CO)C(=O)c2cccc(N(C)C)c2O[C@@H]1CN(C)S(=O)(=O)c1ccc(F)cc1
→ 7.5&-3.7	.	-12.4	1.7
23. C[C@H](CO)N1C[C@H](C)[C@@H](CN(C)S(=O)(=O)c2ccc(F)cc2)Oc2ccc(NC(=O)C3CCCCC3)cc2C1=O
→ -1.8	26.5	5.7	-2.0
24. C[C@H](CO)N1C[C@H](C)[C@H](CN(C)Cc2ccccc2)Oc2c(NC(=O)CCCCCC(=O)Nc3ccccc3N)cccc2C1=O
→ 16.9	.	-65.2	3.5
25. CN1c2ccc(-c3ccc(F)cc3)cc2[C@@H]2[C@@H](CCN2C(=O)c2cccnc2)[C@H]1CO
→ -8.4	84.0	3.0	-0.1
26. CO[C@H]1CN(C)C(=O)c2ccc(NC(=O)c3nc4ccccc4s3)cc2OC[C@H](C)NC[C@@H]1C
→ .	23.0	-35.4	0.9
27. C[C@@H]1CN([C@@H](C)CO)C(=O)c2cc(-c3cccc(F)c3)cnc2O[C@H]1CN(C)C(=O)c1cnccn1
→ -3.7	-71.5	19.5	-0.4
28. Cc1noc(C)c1S(=O)(=O)Nc1ccc2c(c1)CC(=O)N([C@@H](C)CO)C[C@@H](C)[C@H](CN(C)C(=O)Nc1ccc(F)cc1)O2
→ -5.1	16.7	14.2	0.5
29. C[C@@H]1CN([C@@H](C)CO)C(=O)Cc2cc(NC(=O)CCC(F)(F)F)ccc2O[C@H]1CN(C)S(=O)(=O)c1ccccc1
→ -1.4	10.0	-22.4	1.4
30. CC1C=NC(S(=O)(=O)N2CC[C@H]3[C@@H](CO)N(C)c4ccc(C#Cc5cccnc5)cc4[C@H]32)=N1 (some centres undefined)
→ -5.2	13.7	-8.4	-0.1
31. COc1ccc2c3c(n(C)c2c1)[C@H](CO)N(C(=O)c1cnccn1)CC31CCN(C(=O)c2ccncc2)CC1
→ 69.3	.	-17.2	-0.3
32. COc1ccc2c3c(n(C)c2c1)[C@H](CO)N(Cc1ccncc1)CC31CCN(C(=O)C2CC2)CC1
→ 6.4	.	?	0.7
33. Cc1cccc(NC(=O)Nc2ccc3c(c2)C(=O)N(C)[C@H]2CC[C@H](CC(=O)O)O[C@@H]2CO3)c1
→ 5.0	-18.7	2.1	0.5
34. C[C@@H]1CCCCO[C@H](CN(C)C(=O)Nc2ccc(C(F)(F)F)cc2)[C@H](C)CN([C@H](C)CO)C(=O)c2cc(NC(=O)Nc3ccccc3)ccc2O1
→ 3.7	.	-77.3	0.6
35. O=C(CC(F)(F)F)N1C[C@@H]2[C@H](c3ccccc31)[C@H](CO)N2CC1CCOCC1
→ 0.0	-11.8	5.9	3.4
36. CN1C(=O)c2cc(NC(=O)c3ccccc3F)ccc2OC[C@H]2O[C@@H](CC(=O)NCc3ccc4c(c3)OCO4)CC[C@H]21
→ 0.2	32.3	-7.9	4.7
37. Cc1ccc(S(=O)(=O)Nc2cccc3c2O[C@H](CN(C)C(=O)Nc2cccc4ccccc24)[C@@H](C)CN([C@H](C)CO)C3=O)cc1
→ .	15.8	5.4	4.5
38. COc1ccc2c3c(n(C)c2c1)[C@H](CO)N(Cc1ccccn1)CC31CN(Cc2ccccn2)C1
→ 14.5	.	-6.7	-0.1
39. Cc1noc(C)c1NC(=O)N(C)C[C@@H]1OCCCC[C@H](C)Oc2ccc(NS(=O)(=O)c3cn(C)cn3)cc2C(=O)N([C@H](C)CO)C[C@@H]1C
→ 1.3	-1.3	51.6	-4.8
40. C[C@@H]1CN([C@H](C)CO)C(=O)c2cc(NC(=O)NC3CCCCC3)ccc2O[C@@H]1CN(C)C(=O)Nc1ccc(C(F)(F)F)cc1
→ -5.8	-13.0	-27.7	0.8
41. Cc1noc(C)c1S(=O)(=O)Nc1ccc2c(c1)C(=O)N([C@@H](C)CO)C[C@H](C)[C@@H](CN(C)Cc1ccc(C(F)(F)F)cc1)OCCCC[C@@H](C)O2
→ .	98.0*	-7.9	1.9
42. Cc1ccc(S(=O)(=O)N(C)C[C@@H]2Oc3ncc(-c4ccncc4)cc3C(=O)N([C@H](C)CO)C[C@@H]2C)cc1
→ 1.7	75.6	-37.2	-1.5
43. CNC[C@H]1Oc2ncc(-c3cccc(C(=O)N(C)C)c3)cc2C(=O)N([C@H](C)CO)C[C@H]1C
→ -6.5	.	-3.7	-0.4
44. C[C@H]1CN([C@@H](C)CO)C(=O)c2cccc(NC(=O)C3CCOCC3)c2O[C@H]1CN(C)Cc1ccc2c(c1)OCO2
→ 5.5	-22.0	7.4	0.0
45. C[C@@H]1CN([C@H](C)CO)C(=O)c2cccc(NS(=O)(=O)c3ccccc3)c2O[C@@H]1CN(C)C(=O)Nc1cccc2ccccc12
→ -12.8	17.4	-71.4	-2.0
46. CCNC(=O)C[C@H]1CC[C@@H]2[C@@H](COc3ccc(NC(=O)Nc4ccc(C)cc4)cc3C(=O)N2C)O1
→ -1.5	30.4	-11.2	1.6
47. COc1ccc(S(=O)(=O)Nc2ccc3c(c2)C(=O)N([C@H](C)CO)C[C@@H](C)[C@H](CN(C)C(=O)Nc2cccc4ccccc24)OCCCC[C@@H](C)O3)cc1
→ .	86.9	-32.3	-2.4
48. Cc1noc(C)c1S(=O)(=O)N(C)C[C@@H]1OCCCC[C@@H](C)Oc2ccc(NC(=O)Nc3ccc(F)cc3)cc2C(=O)N([C@H](C)CO)C[C@H]1C
→ -5.4	75.4	-46.6	0.5
49. C[C@H](NC(=O)C[C@H]1C[C@H]2c3cc(NS(=O)(=O)c4ccc(F)cc4)ccc3O[C@H]2[C@H](CO)O1)c1ccccc1
→ -5.8	45.0	-13.3	-1.2
50. Cc1ccc(-c2ccc3c(c2)O[C@H](CN(C)C(=O)C2CC2)[C@H](C)CN([C@@H](C)CO)S3(=O)=O)cc1
→ .	41.0	-5.0	3.5

Following part
Second line of a record: C diff growth	Tcruzi prolif	Pf Dd2 growth	GASC1 inh
51. C[C@@H]1CCCCO[C@H](CN(C)Cc2ccncc2)[C@H](C)CN([C@H](C)CO)C(=O)c2cc(NC(=O)Nc3ccc4c(c3)OCO4)ccc2O1
→ -7.5	42.2	-69.3	4.2
52. COc1ccc(-c2ccc3c(c2)[C@@H]2[C@@H](CCN2C(=O)c2cccc(F)c2)[C@H](CO)N3C)cc1
→ 30.3	88.6	-1.0	-1.2
53. C[C@@H]1CN([C@H](C)CO)C(=O)c2cc(C#CCN(C)C)cnc2O[C@@H]1CN(C)C(=O)Cc1ccccc1
→ -1.4	.	11.7	3.2
54. CCCN(C)C[C@H]1Oc2ncc(-c3ccccc3OC)cc2C(=O)N([C@@H](C)CO)C[C@H]1C
→ 4.4	17.3	-13.7	-0.5
55. CC(=O)NC[C@H]1[C@@H](c2ccccc2)[C@@H](CO)N1C(=O)Cc1ccncc1
→ -9.0	60.8	18.5	1.2
56. COc1ccc(S(=O)(=O)N(C)C[C@H]2OCCCC[C@@H](C)Oc3ccc(NC(=O)Cc4ccccc4)cc3C(=O)N([C@@H](C)CO)C[C@@H]2C)cc1
→ 10.9	90.9	-63.2	-2.0
57. CCCNC(=O)C[C@H]1CC[C@@H]2[C@H](COc3ccc(NC(=O)C4CCOCC4)cc3C(=O)N2C)O1
→ -2.2	81.8	9.3	-1.4
58. C[C@@H]1CN([C@@H](C)CO)C(=O)c2cccc(NC(=O)c3nc4ccccc4s3)c2O[C@H]1CN(C)C(=O)NC1CCCCC1
→ .	0.2	-88.7*	0.7
59. COc1cccc(CNC(=O)C[C@H]2CC[C@@H](NC(=O)C3CCOCC3)[C@@H](CO)O2)c1
→ 1.3	-2.1	18.5	0.0
60. COc1ccc(NC(=O)N(C)C[C@@H]2OCc3cnnn3CCCC(=O)N([C@@H](C)CO)C[C@@H]2C)c(OC)c1
→ 4.1	-0.8	8.8	4.9

Reprinted from the part before: two compounds, then new ones.
Second line of a record: C diff growth	Tcruzi prolif	Pf Dd2 growth	GASC1 inh
59. COc1cccc(CNC(=O)C[C@H]2CC[C@@H](NC(=O)C3CCOCC3)[C@@H](CO)O2)c1
→ 1.3	-2.1	18.5	0.0
60. COc1ccc(NC(=O)N(C)C[C@@H]2OCc3cnnn3CCCC(=O)N([C@@H](C)CO)C[C@@H]2C)c(OC)c1
→ 4.1	-0.8	8.8	4.9
61. Cc1ccc(S(=O)(=O)N(C)C[C@H]2OCc3cn(nn3)CCCC(=O)N([C@H](C)CO)C[C@H]2C)cc1
→ -6.4	-53.4	11.1	0.1
62. O=C(C[C@@H]1CC[C@@H]2[C@H](COC[C@@H](O)CN2Cc2cc(F)cc(F)c2)O1)NCc1cccc(F)c1
→ .	18.4	-16.3	-0.1
63. CNC[C@H]1Oc2ncc(C3=CCCCC3)cc2C(=O)N([C@@H](C)CO)C[C@H]1C
→ .	15.6	-33.8	7.7
64. O=C(C[C@@H]1CC[C@@H]2[C@H](COC[C@@H](O)CN2CCc2ccccc2)O1)N1CCC(Cc2ccccc2)CC1
→ -6.9	86.3	-51.1	0.0
65. COCC(=O)Nc1ccc2c(c1)OC[C@H](C)N(Cc1ccccc1F)C[C@@H](C)[C@H](OC)CN(C)C2=O
→ 1.9	-28.9	-20.3	1.2
66. C[C@@H]1CCCCO[C@H](CN(C)C(=O)Nc2ccc(F)cc2)[C@H](C)CN([C@H](C)CO)C(=O)c2cc(NC(=O)C3CCCCC3)ccc2O1
→ 2.5	55.6	-81.2*	-2.0

From PubChem
